Screening data from PubChem.
Cav3 T inh: Cav3.2 calcium influx blockers – cell-based, Fluo-4 calcium fluorescence, FDSS, MLSMR library, primary screen. B-score at 10 µM. Voltage-dependent T-type calcium channel subunit alpha-1H (Homo sapiens), O95180. Cav3.2-expressing cells; hits give low values. 100,000 tested, 4% active;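 active = single-dose well whose peak fluorescence ratio is a statistical outlier from its plate by either plate-standardised score or position-corrected B-score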
Target sequence (O95180 whole entry, looked up): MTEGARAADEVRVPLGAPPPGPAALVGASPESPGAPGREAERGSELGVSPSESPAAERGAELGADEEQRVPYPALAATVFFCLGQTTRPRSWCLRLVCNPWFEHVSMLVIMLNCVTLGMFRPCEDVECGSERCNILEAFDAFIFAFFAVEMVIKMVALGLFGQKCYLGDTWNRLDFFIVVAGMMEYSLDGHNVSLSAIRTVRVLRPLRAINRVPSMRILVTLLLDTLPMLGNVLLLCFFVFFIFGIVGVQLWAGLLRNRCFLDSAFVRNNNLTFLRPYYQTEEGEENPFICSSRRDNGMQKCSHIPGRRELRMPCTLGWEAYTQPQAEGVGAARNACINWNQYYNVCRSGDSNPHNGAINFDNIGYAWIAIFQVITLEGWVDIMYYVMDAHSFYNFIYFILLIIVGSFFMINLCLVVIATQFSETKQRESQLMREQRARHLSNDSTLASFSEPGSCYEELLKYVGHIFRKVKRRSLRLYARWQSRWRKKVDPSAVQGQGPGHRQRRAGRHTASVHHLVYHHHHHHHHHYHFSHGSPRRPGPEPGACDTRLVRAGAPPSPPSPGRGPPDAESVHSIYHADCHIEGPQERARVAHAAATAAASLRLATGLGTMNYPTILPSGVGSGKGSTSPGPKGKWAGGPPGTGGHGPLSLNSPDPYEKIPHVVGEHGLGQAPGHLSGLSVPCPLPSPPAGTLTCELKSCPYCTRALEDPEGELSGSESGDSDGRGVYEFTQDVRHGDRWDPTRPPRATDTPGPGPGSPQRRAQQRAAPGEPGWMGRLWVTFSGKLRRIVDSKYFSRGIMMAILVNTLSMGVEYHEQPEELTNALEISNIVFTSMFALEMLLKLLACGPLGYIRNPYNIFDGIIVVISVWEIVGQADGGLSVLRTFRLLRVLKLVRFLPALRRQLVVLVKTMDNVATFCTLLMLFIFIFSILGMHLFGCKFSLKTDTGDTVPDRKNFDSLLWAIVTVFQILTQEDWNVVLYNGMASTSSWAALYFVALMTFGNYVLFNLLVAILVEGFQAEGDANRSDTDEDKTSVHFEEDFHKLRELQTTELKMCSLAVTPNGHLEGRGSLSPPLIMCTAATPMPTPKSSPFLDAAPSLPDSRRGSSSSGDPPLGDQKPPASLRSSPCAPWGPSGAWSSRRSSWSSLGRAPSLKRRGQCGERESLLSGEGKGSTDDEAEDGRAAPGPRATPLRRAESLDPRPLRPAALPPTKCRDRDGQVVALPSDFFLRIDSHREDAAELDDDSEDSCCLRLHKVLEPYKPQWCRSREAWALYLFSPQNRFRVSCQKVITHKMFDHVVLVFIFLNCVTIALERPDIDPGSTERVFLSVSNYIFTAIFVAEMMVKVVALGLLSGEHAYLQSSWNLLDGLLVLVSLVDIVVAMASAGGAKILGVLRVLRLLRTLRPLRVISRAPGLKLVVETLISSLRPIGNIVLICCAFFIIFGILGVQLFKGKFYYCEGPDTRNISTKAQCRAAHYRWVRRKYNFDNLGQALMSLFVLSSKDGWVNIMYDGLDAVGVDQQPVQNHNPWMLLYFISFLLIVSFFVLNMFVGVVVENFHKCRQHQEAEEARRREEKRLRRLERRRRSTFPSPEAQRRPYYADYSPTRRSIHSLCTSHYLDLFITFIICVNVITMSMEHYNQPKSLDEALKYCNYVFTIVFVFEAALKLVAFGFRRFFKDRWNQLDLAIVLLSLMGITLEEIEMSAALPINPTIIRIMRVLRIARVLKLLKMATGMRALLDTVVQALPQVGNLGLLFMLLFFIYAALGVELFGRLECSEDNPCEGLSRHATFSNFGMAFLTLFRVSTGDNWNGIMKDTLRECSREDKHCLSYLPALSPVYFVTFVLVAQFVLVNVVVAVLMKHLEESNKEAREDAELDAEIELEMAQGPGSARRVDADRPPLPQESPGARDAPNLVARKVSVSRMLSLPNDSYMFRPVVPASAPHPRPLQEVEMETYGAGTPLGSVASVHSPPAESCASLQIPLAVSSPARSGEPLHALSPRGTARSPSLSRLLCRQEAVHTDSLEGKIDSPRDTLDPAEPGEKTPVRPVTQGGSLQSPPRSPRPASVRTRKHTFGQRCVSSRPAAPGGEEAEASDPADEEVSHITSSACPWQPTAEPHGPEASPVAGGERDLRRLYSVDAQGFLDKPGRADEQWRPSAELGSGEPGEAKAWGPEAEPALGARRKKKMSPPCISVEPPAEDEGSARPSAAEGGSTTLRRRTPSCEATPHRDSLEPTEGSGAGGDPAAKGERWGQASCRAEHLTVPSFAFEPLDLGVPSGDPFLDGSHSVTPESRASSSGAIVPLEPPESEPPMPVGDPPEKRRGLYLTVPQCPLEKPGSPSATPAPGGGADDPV
An asterisk follows results filed as active. This is a subset. The share of hits here may be higher or lower than overall.

`CCCc1nn(-c2cc(Cl)ccc2OC)c2c1C(=O)CCC2` gave Cav3 T inh -0.0338.
`Cc1ccc(C(=O)C(NC(=O)c2ccco2)N2CCOCC2)cc1` (stereo not given) gave Cav3 T inh -2.04.
For COc1ccc(CCNC(=O)CSc2nncn2N)cc1OC the results were Cav3 T inh -0.0224.
`CC(C)(C)C1CCc2c(sc(NC(=O)C3CCCO3)c2C(N)=O)C1` (stereo not given) gave Cav3 T inh 0.681.
`CCN(CC)CC#CCC(C)(c1ccccc1)c1ccccc1` gave Cav3 T inh -1.38.
`COCCn1nnnc1CN1CCC(NC(=O)Nc2cccc(OC)c2)CC1` gave Cav3 T inh 0.845.
`CC1(C)Cc2ccccc2C(NNC(=O)c2cccnc2)=N1` gave Cav3 T inh -0.0444.
O=C(NC(CO)c1ccccc1)c1ccco1 (stereo not given) was read as Cav3 T inh 0.106.
Screening COc1ccc(N(CN2C(=O)c3ccccc3C2=O)C(=O)C(C)C)cc1 returned Cav3 T inh -0.0697.
Screening Cc1nccn1-c1c2c(c(C#N)c3nc4ccccc4n13)CCC2 returned Cav3 T inh 1.18.
Cc1cc(C)cc(OCc2ccc(C(=O)O)o2)c1 was read as Cav3 T inh 0.0469.
`O=C(NC1CCCCCCC1)NC1CCCCC1` gave Cav3 T inh 0.00361.
For CCN(CC)c1nc2ccccc2n2cnnc12 the results were Cav3 T inh -0.6.
Screening COC(=O)Cn1c(CCS(=O)(=O)c2ccc(Cl)cc2)nc2ccccc21 returned Cav3 T inh 1.57.
Screening Cc1ccc(C(=O)/C=C/c2cn(CN3CCN(C)CC3)c3ccccc23)cc1 returned Cav3 T inh -1.15.
For COc1cc(C(=O)N2CCN(C/C=C/c3ccccc3)CC2)cc(OC)c1OC the results were Cav3 T inh 3.19.
CSCCC(NS(=O)(=O)c1ccc(Cl)cc1)C(=O)OCC(=O)NC1CCCCC1 (stereo not given) was read as Cav3 T inh -3.28.
`COc1ccccc1N1CCN(C(=O)C(C)N(c2ccccc2)S(C)(=O)=O)CC1` (stereo not given) gave Cav3 T inh 0.843.
For CCNC(=O)COc1cccc2ccccc12 the results were Cav3 T inh -0.186.
`Cc1ccc(SCCC(=O)Nc2c(C)n(C)n(-c3ccccc3)c2=O)cc1` gave Cav3 T inh 1.01.
`c1ccc(-n2ncc3c(NC4CCCCCC4)ncnc32)cc1` gave Cav3 T inh -0.477.
Cc1ccccc1NCC(=O)c1ccc(Br)cc1 was read as Cav3 T inh -1.47.
For O=C(NC1CCCCCC1)c1cc2n(n1)C(C(F)(F)F)CC(c1ccco1)N2 (stereo not given) the results were Cav3 T inh 0.676.
For CN(CC(=O)Nc1cccc2c1CCCC2)S(=O)(=O)c1ccc(Br)cc1 the results were Cav3 T inh -1.04.
Cc1cc(C)c(C)c(OCc2nc(-c3cccnc3)no2)c1 was read as Cav3 T inh -0.133.
For COC(=O)c1ccc(NC(=O)C(C)Oc2ccccc2)cc1 (stereo not given) the results were Cav3 T inh -0.638.
`Cc1ccc(C(C)C)c(O)c1` gave Cav3 T inh 1.08.
Screening Cc1ccc(NC(=O)c2ccc3c(c2)OCCO3)cc1 returned Cav3 T inh -0.611.
For CC(=O)c1sc2nc(-c3cccs3)ccc2c1N the results were Cav3 T inh -1.81.
For O=C(O)CSc1nc2c(c(=O)[nH]1)CCCC2 the results were Cav3 T inh 0.0682.
Screening Cc1cc(C)c(N2C(=NC(=O)CCCC(=O)O)SC3CS(=O)(=O)CC32)c(C)c1 (stereo not given) returned Cav3 T inh 0.723.
Screening O=S(NCc1ccccc1)C12CC3CC(CC(C3)C1)C2 (stereo not given) returned Cav3 T inh 0.337.
Screening COc1ccc(C2CC(c3ccccc3Cl)Nc3ncnn32)cc1OC (stereo not given) returned Cav3 T inh -0.213.
For Cc1cc(Cl)c(S(=O)(=O)NC2CCCCC2)cc1OCC(=O)Nc1nncs1 the results were Cav3 T inh -0.131.
For Cc1ccc2nc3c(cc(C#N)c(=O)n3-c3nccs3)c(=O)n2c1 the results were Cav3 T inh 1.33.
Screening COc1cc(O)oc1C=Nc1ccccc1 returned Cav3 T inh -0.0625.
COc1cc(CN2C(=O)C(NC(=O)c3ccco3)(C(F)(F)F)C3=C2CC(C)(C)CC3=O)cc(OC)c1 (stereo not given) was read as Cav3 T inh 0.783.
`CCOc1ccc(C(F)(F)F)cc1NC(=O)COc1ccc(C(F)(F)F)cc1[N+](=O)[O-]` gave Cav3 T inh 0.934.
For Cc1sc2c(c1C)c(=O)nc1scc(CC(=O)O)n12 the results were Cav3 T inh 0.253.
`COc1ccc(-n2c(SC)nc(O)cc2=O)cc1` gave Cav3 T inh 0.269.
O=c1c2[nH]c3ccc(F)cc3c2ncn1CCN1CCN(Cc2ccccc2)CC1 was read as Cav3 T inh -0.433.
CCOc1cc(C)nc(N2CCN(C3CCCCC3)CC2)n1 was read as Cav3 T inh 0.124.
O=C(O)CC1S/C(=N\N=C/c2ccccc2)N(c2ccc(O)cc2)C1=O (stereo not given) was read as Cav3 T inh -0.0608.
CCOC(=O)C1=C(CCc2ccccc2)NC(=O)NC1c1ccc(C#N)cc1 (stereo not given) was read as Cav3 T inh -0.267.
For O=C(CSc1nnc(CNC(=O)c2cccs2)o1)c1ccccc1 the results were Cav3 T inh 1.49.
`COc1ccc(CCCc2nnc(SCC(=O)Nc3cc(C)c(C)cc3Br)o2)cc1` gave Cav3 T inh -5.15*.
For COc1ccc(-n2c(O)c(C=NC3CC3)c(=O)[nH]c2=O)cc1 the results were Cav3 T inh 1.08.
Screening CC(=O)Oc1ccccc1C1OC(=O)c2ccccc2N1C(C)=O (stereo not given) returned Cav3 T inh 0.614.
For Cc1cc(C)nc(NS(=O)(=O)c2ccc(NC(=O)CCCN3C(=O)c4ccccc4C3=O)cc2)n1 the results were Cav3 T inh -0.969.
Screening CCCCOC(=O)Cn1c(=N)n(CCN2CCOCC2)c2ccccc21 returned Cav3 T inh 0.264.
Cc1cc(C)cc(N(C(C)C(=O)N2CCCCC2)S(C)(=O)=O)c1 (stereo not given) was read as Cav3 T inh -0.0704.
`O=C(Nc1ccc2c(c1)OCO2)C1CC(c2c(F)cccc2Cl)=NO1` (stereo not given) gave Cav3 T inh -2.13.
Screening CCCCN(CC)C(=O)CN1C(=O)c2ccccc2C1=O returned Cav3 T inh -0.0462.
`CCCSc1nc2c(cnn2-c2ccccc2)c(=O)[nH]1` gave Cav3 T inh 0.0441.
CN(Cc1nc2ccccc2n1C)S(=O)(=O)c1ccc(Cl)cc1 was read as Cav3 T inh -0.51.
Screening CCCCNC(=O)CC1N=C2c3ccccc3N=C(SCC(=O)Nc3ccccc3C)N2C1=O (stereo not given) returned Cav3 T inh 1.05.
`COc1cc(-c2nnc3n2N=C(c2ccccc2)CS3)cc(OC)c1OC` gave Cav3 T inh -1.6.
For Cc1nc(N2CCN(Cc3ccccc3)CC2)nc2c1C(=O)CC(C)C2 (stereo not given) the results were Cav3 T inh 0.566.
`Cc1cccc(Sc2c([N+](=O)[O-])ncn2C)c1` gave Cav3 T inh 0.85.
`O=C(COC(=O)c1cccnc1Nc1cccc(C(F)(F)F)c1)NCCN1C(=O)CSC1=O` gave Cav3 T inh -1.4.
Screening CCN(CC)CCNC(=O)c1ccccc1N returned Cav3 T inh 1.19.
Screening Cc1c(OC(=O)c2ccc([N+](=O)[O-])cc2)c2c(c[n+]1C)COC(C)(C)OC2 returned Cav3 T inh 0.59.
`CC1(C)NC(=O)N(CNc2cc(Cl)ccc2Cl)C1=O` gave Cav3 T inh 1.59.
Screening Cc1cc(Cl)c(S(=O)(=O)NC(C(=O)O)C(C)C)cc1OCC(=O)NC1CCCCC1 (stereo not given) returned Cav3 T inh 0.653.
COc1ccc(CCNS(=O)(=O)c2cccc3nsnc23)cc1OC was read as Cav3 T inh 0.926.
`O=C(NC1CC1)C1=C[C@@H](C2CCCCC2)C[C@@H](OCc2ccc(CO)cc2)O1` gave Cav3 T inh 1.05.
Cc1cc([N+](=O)[O-])nn1CC(=O)NNC(=S)Nc1ccc(Cl)cc1 was read as Cav3 T inh 0.223.
For CCOC(=O)c1ccccc1NC(=O)c1c(O)c2ccccc2n(CC)c1=O the results were Cav3 T inh -0.0111.
Screening Cn1cnc([N+](=O)[O-])c1Nc1ccccc1O returned Cav3 T inh 0.784.
O=C(CN1CCN(Cc2ccc3c(c2)OCO3)CC1)Nc1ccc2c(c1)OCO2 was read as Cav3 T inh 0.114.
For O=C(OCc1ccccc1Cl)c1ccc(-n2cnnc2)cc1 the results were Cav3 T inh 0.558.
O=C(NCCN1CCCCCC1)C1CCN(S(=O)(=O)N2CCOCC2)CC1 was read as Cav3 T inh 0.311.
For Cc1c(Br)c(C(N)=O)nn1C the results were Cav3 T inh -0.476.
`COc1ccc2c(c1)C1=NN(/C(C)=C\C(C)=O)C(c3ccccc3)C1CC2` (stereo not given) gave Cav3 T inh -0.11.
Screening Cc1cc2c(=O)n(Cc3ccco3)c(SCC(=O)NCc3ccco3)nc2s1 returned Cav3 T inh 1.47.
CC1Cc2ccccc2N1C(=O)C1CCCN(S(=O)(=O)c2cccc3cccnc23)C1 (stereo not given) was read as Cav3 T inh -1.97.
`N#CCC(=O)N/N=C/c1ccc(OS(=O)(=O)c2ccccc2)cc1` gave Cav3 T inh 0.00381.
O=C(NC1CCCC1)C1(c2ccccc2)CCN(S(=O)(=O)c2ccccc2)CC1 was read as Cav3 T inh -1.9.
Screening COC(=O)c1[nH]c2ccc(Br)cc2c1NC(=O)CN1CCCCC1CCO (stereo not given) returned Cav3 T inh -0.0316.
Cc1ccc(NC(=O)CN2CCC(C(=O)c3ccc(F)cc3)CC2)cc1 was read as Cav3 T inh -5.23*.
`CC(=O)N1CCCc2cc(S(=O)(=O)N(C)Cc3ccccc3)ccc21` gave Cav3 T inh -0.732.
Screening COc1cccc(/C=N/n2c(CO)nc3ccccc32)c1OC returned Cav3 T inh 0.462.
Screening COC(=O)CCC(=O)OC1(C)C(=O)C2=CN(CC3CC3)C(c3ccc(OC)cc3)=CC2=C(Br)C1=O (stereo not given) returned Cav3 T inh 0.892.
`CCNS(=O)(=O)c1ccc(NS(C)(=O)=O)cc1` gave Cav3 T inh 0.312.
Screening CCNC(=O)COc1ccc(S(=O)(=O)Nc2ccccc2)cc1 returned Cav3 T inh 0.705.
Screening NC(=S)Nc1cccc2cc3ccccc3cc12 returned Cav3 T inh -0.293.
`OC(COCc1ccccc1)Cn1cnc2ccccc21` (stereo not given) gave Cav3 T inh 0.358.
`CCc1c(C(=O)Nc2ccc(OC)cc2)[nH]c(C)c1C(C)=O` gave Cav3 T inh -1.14.
Screening O=C(c1ccc(Cl)cc1)c1cnc(-c2ccccc2)s1 returned Cav3 T inh -0.532.
`CCOC(=O)CCc1c(C)nc(SCC(=O)O)c(C#N)c1C` gave Cav3 T inh 2.94.
Screening O=C(CCn1c(=O)sc2ccccc21)NCc1ccccc1 returned Cav3 T inh 1.17.
`CCOc1ccc(/C=N/N(C)c2ccccc2)cc1OC` gave Cav3 T inh -0.336.
CCCCCn1c(CN2CCN(c3cccc(Cl)c3)CC2)nc2c1c(=O)[nH]c(=O)n2C was read as Cav3 T inh -1.5.
Screening COC(=O)C1=C(O)/C(=C\c2ccc(CNC(=O)C(=O)Nc3ccc(C)c(C)c3)o2)N=C1C returned Cav3 T inh -0.028.
Screening O=C(O)CCCCCNC(=O)c1ccccc1Br returned Cav3 T inh 0.16.
`O=C(Cn1cnc2ccc(Br)cc2c1=O)c1cccs1` gave Cav3 T inh 0.961.
Screening O=C(Cn1cnc2ccccc2c1=O)c1cccs1 returned Cav3 T inh 0.732.
For Cc1ccc(-c2nc(S(=O)(=O)c3ccc(F)cc3)c(SCC(=O)NCC3CCCO3)o2)cc1 (stereo not given) the results were Cav3 T inh 0.0917.
C=CCNC(=O)c1c(N)n(-c2ccc3c(c2)OCO3)c2nc3ccccc3nc12 was read as Cav3 T inh -0.412.
For O=c1c2[nH]c3ccccc3c2ncn1Cc1ccccn1 the results were Cav3 T inh 0.161.
COc1ccc(CCNC(=O)c2ccc(N3CCCC3=O)cc2)cc1OC was read as Cav3 T inh 0.336.
Cc1ccc(C)c2[nH]c(=O)c(CN(CC3CCCO3)C(=O)NC3CCCCC3)cc12 (stereo not given) was read as Cav3 T inh -0.869.
Screening O=C(COC(=O)c1cncc(Br)c1)NC1CC1 returned Cav3 T inh 0.551.
For CC1(C)CC(=O)C(C=NCCCn2ccnc2)=C(O)C1 the results were Cav3 T inh 0.58.
For CC1CN(CCC(=O)Nc2ccc3c(c2)CCC3)CC(C)O1 (stereo not given) the results were Cav3 T inh 0.92.
For Cc1scc(C(=O)NNC(=S)NCC2CCCO2)c1C (stereo not given) the results were Cav3 T inh 0.551.
CCCCOC(=O)c1ccc(NC(=O)Nc2ccc(OC)c(OC)c2)cc1 was read as Cav3 T inh 0.701.

Grouped by structure: those above containing an NH in an aromatic ring
For O=C(O)CSc1nc2c(c(=O)[nH]1)CCCC2 the results were Cav3 T inh 0.0682.
O=c1c2[nH]c3ccc(F)cc3c2ncn1CCN1CCN(Cc2ccccc2)CC1 was read as Cav3 T inh -0.433.
For COc1ccc(-n2c(O)c(C=NC3CC3)c(=O)[nH]c2=O)cc1 the results were Cav3 T inh 1.08.
`CCCSc1nc2c(cnn2-c2ccccc2)c(=O)[nH]1` gave Cav3 T inh 0.0441.
Screening COC(=O)c1[nH]c2ccc(Br)cc2c1NC(=O)CN1CCCCC1CCO (stereo not given) returned Cav3 T inh -0.0316.
`CCc1c(C(=O)Nc2ccc(OC)cc2)[nH]c(C)c1C(C)=O` gave Cav3 T inh -1.14.
CCCCCn1c(CN2CCN(c3cccc(Cl)c3)CC2)nc2c1c(=O)[nH]c(=O)n2C was read as Cav3 T inh -1.5.
For O=c1c2[nH]c3ccccc3c2ncn1Cc1ccccn1 the results were Cav3 T inh 0.161.
Cc1ccc(C)c2[nH]c(=O)c(CN(CC3CCCO3)C(=O)NC3CCCCC3)cc12 (stereo not given) was read as Cav3 T inh -0.869.

For reference, part of the list above:
COc1ccc(CCNC(=O)c2ccc(N3CCCC3=O)cc2)cc1OC was read as Cav3 T inh 0.336.
Cc1ccc(C)c2[nH]c(=O)c(CN(CC3CCCO3)C(=O)NC3CCCCC3)cc12 (stereo not given) was read as Cav3 T inh -0.869.
Screening O=C(COC(=O)c1cncc(Br)c1)NC1CC1 returned Cav3 T inh 0.551.
